# Assay outcomes as filed in PubChem.
# Yeast tox – Inhibitors of S. cerevisiae growth, toxicity; growth inhibition, % at 25 µM (by protocol); actives 0.3% (n = 30,000); S. cerevisiae wild-type growth, A595 turbidity, 16 h; AID 685;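 active = mutant and wild-type yeast strains alike exhibit over 30% growth inhibition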;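 also: 0% = untreated cell controls and 100% = YPD media blanks without cells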
#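 Incubation: 16 h growth with compound, 30 °C; Material: S. cerevisiae wild-type or eIF2Bepsilon-R284H mutant strain; Signal: turbidity measured as absorbance at 595 nm; Medium: YPD yeast growth medium; Measure: growth inhibition (%) versus cell controls and blanks; Doses: 25 µM single dose.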
# Yeast eIF2B – modulators of yeast eIF2B activity; S. cerevisiae eIF2B-epsilon R284H, GCN4-lacZ luminescence; inhibition, % at 25 µM (by protocol); actives 0.91% (n = 27,000); AID 688;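 active = mutant luminescence inhibited past about 50% while wild type luminescence and mutant growth stay under set limits, limit read from the data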; also: some compounds called inactive have numbers as strong as hits
#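 System: Yeast eIF2B-epsilon R284H mutant carrying GCN4–beta-galactosidase fusion | Read-out basis: Percent inhibition, luminescence and growth | Compound: 25 µM single dose | Times: 16 h at 30 °C exposure | Measured by: Luminescence and A595 | Buffer or medium: YPD medium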
# Yeast tox inhibition % – recorded beside Yeast tox, whose call it bears; growth inhibition, %; S. cerevisiae eIF2Bepsilon-R284H mutant growth, A595 turbidity, 16 h;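 each compound tested once at 25 µM; 0% equals untreated cells and 100% equals cell-free medium blanks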
# Yeast eIF2B mutant toxicity – second read-out of Yeast eIF2B, no call of its own (marks repeat the call); growth inhibition, %; measured here: mutant yeast growth, toxicity;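 each compound tested once at 25 µM; zero equals untreated control growth and 100 equals blank medium absorbance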
# * = called active by the depositor; / = no result given. Not all compounds are listed, so the mix of outcomes need not match the whole.
1. CCCCNC(=O)Nc1ccccc1C(=O)NCc1ccco1
2. COc1cc(/C=N/N=C(/N)c2nonc2N)cc(Br)c1OCc1cccc(C)c1
3. Cc1ccc(CNC(=O)CSc2ncccn2)cc1
4. CN(C)CCNC(=O)c1cc2ccccc2oc1=O
5. CCOC(=O)c1cnc2ccc(C)cc2c1NCCO
6. CC(C)c1nc2oc3c(=O)[nH]cnc3c2c2c1CCC2
screen / no.	1	2	3	4	5	6
Yeast tox	10	3	6	3	1	-10
Yeast tox inhibition %	15	6	4	-8	-7	0
Yeast eIF2B	11	17	-3	-11	20	29
Yeast eIF2B mutant toxicity	15	6	4	-8	-7	/

# Given field by field: part of the list above.
(4) CN(C)CCNC(=O)c1cc2ccccc2oc1=O
  Yeast tox: 3 | Yeast tox inhibition %: -8 | Yeast eIF2B: -11 | Yeast eIF2B mutant toxicity: -8
(2) COc1cc(/C=N/N=C(/N)c2nonc2N)cc(Br)c1OCc1cccc(C)c1
  Yeast tox: 3 | Yeast tox inhibition %: 6 | Yeast eIF2B: 17 | Yeast eIF2B mutant toxicity: 6

# (listing goes on)
7. Cc1ccc(NC(=O)Cn2cnc3sc(C(=O)NCc4ccco4)c(C)c3c2=O)cc1Cl
8. COCc1c(C(=O)N2CCN(c3ccc(C(F)(F)F)cn3)CC2)oc2ccccc12
9. CN1CCN(CC(=O)Nc2ccc(Oc3ccccc3)cc2)CC1
10. COC(=O)c1[nH]c2cc(OC)ccc2c1NC(=O)CCN1CCSCC1
11. COc1ccc(S(=O)(=O)N(C)CC(=O)NC2CCCCC2)cc1OC
12. COc1ccc(OC)c2[nH]c(=O)c(CCNC(=O)COc3ccccc3)cc12
screen / no.	7	8	9	10	11	12
Yeast tox	8	20	13	-2	-10	-1
Yeast tox inhibition %	3	5	-3	-24	4	-13
Yeast eIF2B	/	7	13	-3	/	/
Yeast eIF2B mutant toxicity	/	5	-3	-24	/	/

13. O=C(O)c1ccc(Cl)cc1NC(=O)C1CCCO1 (centres undefined)
14. COc1ccccc1N1CCN(C(=O)Cn2nnc(-c3ccncc3)n2)CC1
15. Cc1ccc(O)c(-c2cc(-c3cccc(F)c3)n[nH]2)c1
16. Cc1c(Br)c(=O)[nH]c(=O)n1COCc1ccccc1
17. Cc1cc(C)nc(NC(=O)c2ccc(Cl)c(Cl)c2)n1
18. Cc1[nH][nH]c(=O)c1N=Nc1ccccc1
screen / no.	13	14	15	16	17	18
Yeast tox	1	7	51*	9	-5	26
Yeast tox inhibition %	7	-7	33*	-10	8	8
Yeast eIF2B	25	4	/	32	/	29
Yeast eIF2B mutant toxicity	7	-7	/	-10	/	8

19. Cc1ccc(-c2nnn(CC(=O)N(CC(=O)NC3CCCC3)c3ccc(F)c(Cl)c3)n2)o1
20. CCOC(=O)N1CCN(S(=O)(=O)c2ccc(OCC)c(C)c2)CC1
21. CN(C)c1ccc(CNc2ccc3c(c2)ncn3C)cc1
22. COc1ccccc1/C=N/n1cnnc1
23. O=c1oc2ccccc2c2c1SC(C(F)(F)F)C2 (centres undefined)
24. O=C(Oc1ccccc1)c1ccc(-n2cnnn2)cc1
screen / no.	19	20	21	22	23	24
Yeast tox	-19	10	-12	-9	12	14
Yeast tox inhibition %	-4	0	1	-19	-25	4
Yeast eIF2B	-4	13	-8	17	-11	22
Yeast eIF2B mutant toxicity	-4	/	1	-19	-25	4

# Full records from above. Order of values: Yeast tox, Yeast tox inhibition %, Yeast eIF2B, Yeast eIF2B mutant toxicity
# COc1ccccc1N1CCN(C(=O)Cn2nnc(-c3ccncc3)n2)CC1 is entered as 7, -7, 4, -7
# COc1ccc(S(=O)(=O)N(C)CC(=O)NC2CCCCC2)cc1OC is entered as -10, 4, /, /
# Cc1[nH][nH]c(=O)c1N=Nc1ccccc1 is entered as 26, 8, 29, 8
# CCOC(=O)c1cnc2ccc(C)cc2c1NCCO is entered as 1, -7, 20, -7
# Cc1cc(C)nc(NC(=O)c2ccc(Cl)c(Cl)c2)n1 is entered as -5, 8, /, /

# Going on with the list.
25. CCCc1cc(=O)[nH]c(SCC(=O)Nc2cc3c(cc2C(C)=O)OCO3)n1
26. O=C(CSc1nc(C2CC2)nc2sc3c(c12)CCCC3)NCc1ccco1
27. Nc1c(C(=O)NCCN2CCOCC2)c2nc3ccccc3nc2n1-c1ccccc1
28. CC1=C(C(=O)Nc2ccccc2)C(c2ccncc2)C(C#N)=C(SCC(=O)Nc2ccccc2)N1 (centres undefined)
29. CCc1cc(C(=O)Cc2ccc(F)cc2)c(O)cc1O
30. CCC(=O)NC1=C(C#N)C2(CCCC2)Cc2ccccc21
screen / no.	25	26	27	28	29	30
Yeast tox	-18	10	-11	9	12	30
Yeast tox inhibition %	-10	-23	4	9	-27	0
Yeast eIF2B	18	19	12	12	21	21
Yeast eIF2B mutant toxicity	-10	-23	4	9	-27	/

31. COc1ccc(C(C)(C)C)cc1NC(=O)c1ccoc1C
32. Cn1c(N)c(C(=O)COC(=O)C2(c3ccc(Cl)cc3)CCCC2)c(=O)n(C)c1=O
33. O=C(c1ccc(S(=O)(=O)N2CCCCCC2)cc1)N1CCN(c2ccccn2)CC1
34. CC(c1ccco1)N(C(=O)COc1ccccc1[N+](=O)[O-])c1ccccn1 (centres undefined)
35. CC(C)NC(=O)C1CCN(C(=O)c2cc3sccc3n2Cc2ccc(F)cc2)CC1
36. O=C(NC1CCCCC1)C(c1ccc(F)cc1)N(Cc1ccc2c(c1)OCO2)C(=O)c1cnsn1 (centres undefined)
screen / no.	31	32	33	34	35	36
Yeast tox	34	-1	/	-11	3	/
Yeast tox inhibition %	-4	0	/	-24	-26	/
Yeast eIF2B	/	7	31	14	21	-31
Yeast eIF2B mutant toxicity	/	/	/	-24	-26	/

37. COCCn1c(C)cc(C(=O)CSc2n[nH]c(N)n2)c1C
38. O=c1cc(-c2ccccc2)nc2nc(CCc3ccccc3)[nH]n12
39. CNC(=O)c1cc(S(=O)(=O)N(C)C)ccc1Cl
40. CCOC(=O)c1c(C)[nH]c(C(=O)COC(=O)CSC)c1C
41. COC(=O)c1cccc(CSc2nnc(C)s2)c1
42. CS(=O)(=O)Nc1ccc(C(=O)N2CCCC2)cc1
screen / no.	37	38	39	40	41	42
Yeast tox	18	6	5	9	0	38
Yeast tox inhibition %	4	-10	0	13	12	12
Yeast eIF2B	-6	13	7	/	25	/
Yeast eIF2B mutant toxicity	4	-10	/	/	12	/

43. CC(C)c1cc(CN2CCN(CCC#N)CC2)cc(C(C)C)c1O
44. COc1ccc(C(=O)Nc2c3c(nn2-c2cccc(Cl)c2)CS(=O)C3)cc1 (centres undefined)
45. CCOc1ccc(N2CC(C(=O)Nc3ccc(S(=O)(=O)N4CCOCC4)cc3)CC2=O)cc1 (centres undefined)
46. COc1ccc(C(=O)Nc2nc(-c3cccs3)c(NC(C)=O)s2)cc1
47. Cc1cc(=O)n2c(nc3ccccc32)[nH]1
48. CCc1ccc(Nc2cc(=O)n(C3CCCCC3)c(=O)[nH]2)cc1
screen / no.	43	44	45	46	47	48
Yeast tox	-2	20	5	-42	-10	5
Yeast tox inhibition %	-8	28	-22	-15	11	12
Yeast eIF2B	9	18	15	-41	43	15
Yeast eIF2B mutant toxicity	-8	28	-22	-15	11	12

49. O=C(Nc1nc(-c2ccco2)c(-c2ccco2)s1)C1CC(=O)N(c2ccc3c(c2)OCCO3)C1 (centres undefined)
50. CN(C)S(=O)(=O)c1ccc(C(=O)NCCOc2ccc(F)cc2)cc1
51. O=C(CCN1CCCCC1)Nn1c(=S)[nH]c2ccccc2c1=O
52. O=C(Nc1cccc(NC(=O)c2ccc(-c3ccc(Br)cc3)o2)c1)c1ccccc1
53. COc1ccc(-c2cc(C(F)(F)F)nc(SCC(=O)Nc3cc(C)on3)n2)cc1
54. O=C(OCC(=O)N1CCN(c2ccccc2)CC1)c1ccc2ccccc2n1
screen / no.	49	50	51	52	53	54
Yeast tox	-57	17	14	3	-36	7
Yeast tox inhibition %	-58	3	-4	14	-23	15
Yeast eIF2B	6	10	6	13	11	/
Yeast eIF2B mutant toxicity	-58	3	-4	14	-23	/

55. O=C1C2C3C=CC(C3=C(c3ccccc3)c3ccccc3)C2C(=O)N1CCO (centres undefined)
56. Cc1cc(NC(=O)CN2CCN(c3ccc(O)cc3)CC2)no1
57. c1cncc(-c2nc(NCc3ccco3)c3ccccc3n2)c1
58. CCC(C)(C(=O)NC1CCCCC1)N(Cc1ccco1)C(=O)c1ccccn1 (centres undefined)
59. CCNc1cccc2c1C(=O)N(C)C2=O
60. CCCS(=O)(=O)N1CCC(C(=O)NCC2CCCO2)CC1 (centres undefined)
screen / no.	55	56	57	58	59	60
Yeast tox	14	26	6	10	35	8
Yeast tox inhibition %	5	-12	40	11	20	-5
Yeast eIF2B	-19	10	-29	/	19	18
Yeast eIF2B mutant toxicity	5	-12	40	/	20	-5

61. O=C1CCC(c2ccccc2)N1C(=O)c1cccnc1 (centres undefined)
62. COc1ccc(C2C(C(=O)N3CCOCC3)=C(C)NC3=C2C(=O)CC(C)(C)C3)cc1O (centres undefined)
63. CCCCN(C)Cc1c(C)[nH]c2ccc(C)cc2c1=O
64. COCc1cc(C)nc(SCC(=O)N2CCC(C)CC2)c1C#N
65. CCn1c(SCC(=O)c2ccc(CNC(C)=O)o2)nnc1-c1cccs1
66. CC(C)CCN(C)c1ccc(/C=N/n2cnnc2)cc1
screen / no.	61	62	63	64	65	66
Yeast tox	-1	23	-19	15	5	34
Yeast tox inhibition %	0	17	5	8	10	14
Yeast eIF2B	-18	-2	11	-4	20	24
Yeast eIF2B mutant toxicity	/	17	5	8	10	14

67. CN(C)S(=O)(=O)c1ccc(NC(=O)c2ccccn2)cc1
68. O=C1C2C3C=CC(C2C(=O)N1C1CCCCC1)C1C(=O)N(C2CCCCC2)C(=O)C31 (centres undefined)
69. Cc1ccc(-c2nn(Cc3ccccc3)cc2/C=C/C(=O)O)cc1C
70. Cc1ccc(C)c(NC(=S)NNC(=O)c2csc(C(C)C)c2)c1
71. CC1(C)CC(=O)C2=C(C1)N(Cc1ccco1)C(=O)C2(NC(=O)C1CCCCC1)C(F)(F)F (centres undefined)
72. CCCCn1c(=NC(=O)c2ccc3c(c2)OCO3)c(C#N)cc2c(=O)n3cccc(C)c3nc21
screen / no.	67	68	69	70	71	72
Yeast tox	4	14	-8	-7	-5	0
Yeast tox inhibition %	7	10	-5	-2	-10	4
Yeast eIF2B	10	/	-12	-28	2	6
Yeast eIF2B mutant toxicity	7	/	-5	-2	-10	4

73. O=C(CSc1nnc(Cc2cccs2)n1CCc1ccccc1)N1CCCc2ccccc21
74. c1ccc(CNc2c3c(nc4ncnn24)CCCC3)nc1
75. CCOC(=O)c1c(NC(=O)c2ccoc2C)sc(C(=O)N(C)C)c1C
76. O=S(=O)(NCCSc1nc2ccccc2o1)c1ccccc1
77. NC(=O)N1OCC2COc3ccc4ccccc4c3C21 (centres undefined)
78. CCCOc1ccc(N2C(=O)CC(N3CCN(S(=O)(=O)c4ccccc4)CC3)C2=O)cc1 (centres undefined)
screen / no.	73	74	75	76	77	78
Yeast tox	-29	-7	2	2	23	42
Yeast tox inhibition %	-15	7	23	0	12	15
Yeast eIF2B	12	-17	14	15	21	16
Yeast eIF2B mutant toxicity	-15	7	23	/	12	15

79. O=C(NC1CC2CCC(C1)N2Cc1nnnn1Cc1ccco1)NC12CC3CC(CC(C3)C1)C2 (centres undefined)
80. Cc1ccc(C(=O)C(NC(=O)c2ccco2)Nc2sc3c(c2C(N)=O)CCCC3)cc1 (centres undefined)
81. COc1ccc(-c2cc3nc(C)cc(N4CC(C)CC(C)C4)n3n2)cc1 (centres undefined)
82. C=Cc1cccc(NC(=O)COc2ccccc2)c1
83. O=C(Cn1nnc(-c2ccccc2)n1)NCc1ccco1
84. Cc1nc2ccc(S(=O)(=O)NC(CC(C)C)C(=O)O)cc2s1 (centres undefined)
screen / no.	79	80	81	82	83	84
Yeast tox	14	-4	1	0	9	-6
Yeast tox inhibition %	17	0	3	17	2	3
Yeast eIF2B	30	23	/	-7	/	21
Yeast eIF2B mutant toxicity	17	/	/	17	/	3

85. CC(C)(C)Nc1nc2nonc2nc1NC(C)(C)C
86. Cc1ccc(S(=O)(=O)N2CCC(C(N)=O)CC2)c(C)c1C
87. C=C(Cl)COc1ccc2c(CCC)cc(=O)oc2c1
88. Cc1ccc(N2CC(C(=O)NCc3cccs3)CC2=O)cc1C (centres undefined)
89. CCOC(=O)C1C(=O)C=C(c2ccc(OC)cc2)CC1c1ccco1 (centres undefined)
90. CCCn1c2ccccc2c2nc3ccccc3nc21
91. CC(C)(C)NC(=O)C(c1ccc(O)cc1)N(Cc1ccco1)C(=O)Cn1nnc(-c2cccs2)n1 (centres undefined)
screen / no.	85	86	87	88	89	90	91
Yeast tox	12	3	15	9	2	3	-10
Yeast tox inhibition %	5	3	15	9	-9	4	0
Yeast eIF2B	/	/	14	-26	20	/	24
Yeast eIF2B mutant toxicity	/	/	15	9	-9	/	/
